# AID2073 – inhibitors of Mint1-CaV2.2 protein interaction, biochemical, HTRF (AID 2073); 0.19% of 290,000 active; one-dose inhibition, % at 20 µM; IC50 in µM for titrated hits; HTRF protein-protein interaction, Mint1-CaV2.2; higher % means a stronger effect; in the data active = inhibition mostly above about 51%, no sharp cut-off; inconclusive = no clear call, values can overlap the other calls; inactive = mostly below about 53%; note: some results filed as inactive read as strong as hits
# SIAH1 antagonists – blockers of Siah-1 interaction with plectin peptide – biochemical, fluorescence polarization, rhodamine-plectin, uHTS, primary screen (AID 1817); Siah-1 / rhodamine-plectin peptide fluorescence polarization; higher % means a stronger effect; displacement, % at 20 µM, or IC50 in µM where a hit was titrated; 0.02% of 290,000 active;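 active = displacement of at least 50% at 20 µM, with a fluorescence ratio check between 0.3 and a set limit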;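 note: plate controls were Siah plus tracer with DMSO for no effect and tracer alone without Siah for full effect; strong numbers were not always called active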
# RSV CPE inhibition – RSV antiviral activity via CPE protection, HEp-2 cells, primary 10 µM value included (AID 2391) | HEp-2 cells, RSV-induced CPE inhibition; higher % means a stronger effect | one-dose CPE inhibition, % at 10 µM; IC50 in µM for titrated hits | 0.13% of 310,000 active; in the data active = a potency from the dose series; inconclusive = CPE inhibition mostly from about 23% at the one dose, without a potency; inactive = the rest, 99 in 100 with CPE inhibition below about 21%; note: strong numbers were not always called active
# SV40 large T antigen – TAg ATPase/helicase activity blockers – biochemical (AID 1903) | 0.39% of 310,000 active | inhibition, % at 20 µM, or IC50 in µM where a hit was titrated | SV40 large T antigen ATPase/helicase inhibition assay; higher % means a stronger effect; in the data active = a potency from the dose series; inconclusive = inhibition mostly from about 32% at the one dose, without a potency; inactive = the rest, 99 in 100 with inhibition below about 32%; note: strong numbers were not always called active
# NS5 inhibitors – Dengue-2 NS5 methyltransferase inhibitors, primary screen, biochemical, confirmation dose response (AID 588689). one-dose inhibition, % at 25 µM; IC50 in µM for titrated hits. 0.3% of 340,000 active. Dengue-2 NS5 methyltransferase capping enzyme assay, biochemical; higher % means a stronger effect; in the data active = a potency from the dose series; inconclusive = inhibition above about 29% without an active follow-up result
# UTI89 phage lysis – inhibition of K1F phage lysis, E. coli UTI89, bacterial capsule biogenesis inhibitors, alamar blue (AID 488966); E. coli UTI89 K1F phage lysis, alamar blue, 2 h; higher % means a stronger effect; one-dose inhibition, % at 100 µM; IC50 in µM for titrated hits; 0.02% of 340,000 active;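 active = phage lysis inhibition, versus mean bacterial control, above a set limit; inconclusive = no clear call, values can overlap the other calls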;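 note: capsule biogenesis inhibitors block K1F phage lysis so surviving cells raise fluorescence; higher fluorescence means more inhibition of phage lysis; actives were called in the ten point dose series up to 300 µM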
# NTR1 ag – NTR1-driven beta-arrestin-GFP spot formation – imaging, U2OS cells, high content, primary screen (AID 493036); P30989; agonist mode; activation, % at 20 µM; 0.17% of 330,000 active;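 active = activation at or above 40% of the spot to cytoplasm intensity ratio, with at least 20 cells analyzed; inconclusive = wells under 20 cells, flagged as cytotoxic or low count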;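 note: 0% = DMSO without peptide and 100% = 100 nM NTR1 peptide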
# Target sequence (P30989 whole entry, looked up): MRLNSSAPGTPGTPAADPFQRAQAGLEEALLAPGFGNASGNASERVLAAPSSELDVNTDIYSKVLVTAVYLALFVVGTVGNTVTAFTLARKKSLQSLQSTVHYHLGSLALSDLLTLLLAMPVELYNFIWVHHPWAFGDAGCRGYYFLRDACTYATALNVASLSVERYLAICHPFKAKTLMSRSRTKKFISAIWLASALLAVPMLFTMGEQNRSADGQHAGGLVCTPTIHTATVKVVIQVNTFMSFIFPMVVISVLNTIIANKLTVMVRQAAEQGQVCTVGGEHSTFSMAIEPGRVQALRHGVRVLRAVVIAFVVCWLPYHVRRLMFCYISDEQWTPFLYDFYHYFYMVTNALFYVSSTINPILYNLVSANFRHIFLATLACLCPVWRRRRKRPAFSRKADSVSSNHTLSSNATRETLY
# West Nile antiviral – West Nile virus antiviral activity, cell-based, CPE readout (AID 1621) | one-dose CPE inhibition, % at 10 µM; IC50 in µM for titrated hits | West Nile virus-infected cells, CPE inhibition; higher % means a stronger effect | 0.02% of 290,000 active; in the data active = a potency from the dose series; inconclusive = CPE inhibition mostly from about 3.7% at the one dose, without a potency; inactive = the rest, 99 in 100 with CPE inhibition below about 2.2%; note: strong numbers were not always called active
# Rac1 GTP hydrolysis – MgcRacGAP GTPase-activating activity inhibitors, confirmation, biochemical, ADP Hunter fluorescence. 0.6% of 340,000 active. inhibition, % at 30 µM, or IC50 in µM where a hit was titrated. MgcRacGAP-stimulated Rac1 GTP hydrolysis, ADP Hunter fluorescence; higher % means a stronger effect; GST-tagged Rac1 F28L mutant substrate;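 active = first-screen hits whose inhibition reached a set limit at any dose in the follow-up dose series; inconclusive = inhibition above the set first-screen limit but never retested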;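 note: fluorescence reports GDP produced by GAP-driven GTP hydrolysis; strong numbers were not always called active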
# NTR1 ag cell count 20 µM – further read-out of NTR1 ag, marked with its call; cell count; measured here: cell count, cytotoxicity flag
# * = called active by the depositor; ? = inconclusive; · = not tested or not shown; [ ] = remark or other dose.
SMILES,AID2073,SIAH1 antagonists,RSV CPE inhibition,SV40 large T antigen,NS5 inhibitors,UTI89 phage lysis,NTR1 ag,NTR1 ag cell count 20 µM,West Nile antiviral,Rac1 GTP hydrolysis
Cc1cc(C(=O)N/N=C/c2cc(Cl)cc([N+](=O)[O-])c2O)n[nH]1,-10%,10%,?,17%,17%,0.3%,0.0,64,-0.2%,13%
O=C(CCN1C(=O)/C(=C\c2ccccc2)SC1=S)N1CCCCC1,0%,-3%,0.7%,0%,-6%,0.2%,-0.6,44,?,7%
O=C(Nc1ccc(Cl)cc1)Nc1ccc(N2CCC(C(F)(F)F)CC2)nc1,9%,8%,·,10%,11%,-0.1%,-0.5,62,-0.2%,8%
O=C(COC(=O)c1ccco1)NCC1CCCCC1,·,·,·,·,-3%,-1.0%,-0.3,83,·,4%
O=C(OCc1nc2ccccc2s1)[C@@H]1CCCN1S(=O)(=O)c1ccccc1F,-11%,1%,0.5%,3%,-8%,-0.4%,1.0,42,0.2%,2%
COc1cc2c(cc1OC)-c1nnc(-c3cccs3)n1C1(CCCC1)C2,9%,2%,0.9%,4%,0%,0.5%,-1.6,64,0.1%,11%
O=C1CC(c2ccccc2)CC(O)=C1C=NCCCN1CCOCC1 (stereo unspecified),2%,-3%,0.4%,9%,1%,5.4%,1.5,52,0.2%,1%
O=C(NCCN1CCOCC1)c1cccnc1SCc1ccccc1Cl,-15%,-2%,1.0%,6%,-12%,0.2%,-1.0,100,-0.1%,11%
Cc1nn(CC2CC2)c(=O)n1-c1ccc(F)cc1,3%,-2%,-0.3%,13%,-5%,0.0%,0.5,46,-0.1%,1%
CC1(C)Nc2ccc(O)cc2-c2c1ssc2=S,26%,62%,6.5%,>100µM*,40%,-0.6%,-0.3,50,0.0%,?
CCOC(=O)C1CCN(C(=O)C2CCN(S(=O)(=O)c3c(C)noc3C)CC2)CC1,6%,-1%,0.9%,9%,-6%,1.3%,0.7,63,0.2%,3%
CCOc1ccc(Br)cc1S(=O)(=O)NC1=NCCCCC1,·,·,·,·,-4%,3.2%,0.2,43,·,4%
O=[N+]([O-])c1ccc(O)c(/C=N/n2c(-c3ccccc3)n[nH]c2=S)c1,-11%,6%,1.2%,17%,7%,-0.4%,-1.6,67,0.1%,23%
Cc1nn(-c2ccc(Cl)nn2)c(=O)c2ccccc12,-3%,-8%,-0.3%,25%,-5%,0.4%,-1.5,53,0.0%,4%
CC(C)Cc1cc(C(=O)Nc2ccc(Br)cc2)no1,6%,12%,?,13%,-8%,-0.5%[50 µM],-1.0,53,0.4%,10%
CCCCCc1cc(=O)oc2c(C(CCN3CCCCC3)c3ccc(OC)cc3)c(OC)cc(OC)c12 (stereo unspecified),5%,10%,-3.8%,11%,-4%,-1.7%,48*,52*,-0.7%,13%
O=c1c2ccccc2nc(-c2ccccc2Cl)n1O,10%,4%,1.8%,8%,-3%,-1.7%,0.2,37,0.3%,0%
CC(=O)c1ccc(NC(=O)c2cc(CC(C)C)nc3ccccc23)cc1,2%,-3%,5.3%,7%,-1%,0.6%,1.2,56,-2.1%,5%
Cc1ccc(C)c(OCCC(=O)Nc2ccccc2C(=O)NC2CC2)c1,·,·,·,·,-9%,4.9%,-0.4,46,·,-7%
COc1cc(SC)ccc1C(=O)NCCOc1c(C)cc(C)cc1C,-3%,2%,-0.3%,5%,-2%,4.8%,5.6,69,-1.1%,11%
COc1cccc(-c2nc(S(=O)(=O)c3ccccc3)c(N3CCOCC3)o2)c1,-4%,-2%,1.8%,6%,-3%,-0.2%,1.4,48,0.4%,10%
CCC(=O)Nc1c(S(=O)(=O)c2ccccc2)c2nc3ccccc3nc2n1Cc1ccccc1,45%,8%,1.4%,7%,-11%,0.3%[50 µM],3.4,72,0.6%,-2%
Cc1c(/C=N/NC(=O)COc2ccccc2[N+](=O)[O-])c2ccccc2n1C,1%,-2%,2.2%,10%,6%,0.1%,1.9,80,-1.1%,6%
CCC(Sc1nc2cc(OC)c(OC)cc2c(=O)n1CCc1ccc(OC)c(OC)c1)C(=O)NCCOC (stereo unspecified),-17%,4%,2.3%,20%,-2%,0.2%,3.1,58,1.2%,-3%

# Reformatted with tabs: entries from further up.
molecule	AID2073	SIAH1 antagonists	RSV CPE inhibition	SV40 large T antigen	NS5 inhibitors	UTI89 phage lysis	NTR1 ag	NTR1 ag cell count 20 µM	West Nile antiviral	Rac1 GTP hydrolysis
COc1cc(SC)ccc1C(=O)NCCOc1c(C)cc(C)cc1C	-3%	2%	-0.3%	5%	-2%	4.8%	5.6	69	-1.1%	11%
COc1cccc(-c2nc(S(=O)(=O)c3ccccc3)c(N3CCOCC3)o2)c1	-4%	-2%	1.8%	6%	-3%	-0.2%	1.4	48	0.4%	10%

# Continuation.
SMILES,AID2073,SIAH1 antagonists,RSV CPE inhibition,SV40 large T antigen,NS5 inhibitors,UTI89 phage lysis,NTR1 ag,NTR1 ag cell count 20 µM,West Nile antiviral,Rac1 GTP hydrolysis
Cc1sc2nc(CSCC(=O)NC3(C#N)CCCCC3)[nH]c(=O)c2c1C,·,·,1.1%,·,-11%,0.1%[50 µM],0.0,93,·,3%
CCOC(=O)c1c(C)[nH]c(C(=O)COC(=O)c2ccccc2NC(=O)c2ccco2)c1C,28%,-7%,54%,3%,6%,0.7%,0.8,76,0.3%,5%
Cc1ccc([C@@H]2CC=C(C(=O)O)[C@H](c3ccc(Br)cc3)N2S(=O)(=O)c2ccccc2C)cc1,·,·,·,·,34µM*,-0.1%,3.5,55,·,7%
C=C1CSc2nc(=O)c3c4c(sc3n21)CCCC4,25%,5%,4.0%,8%,-4%,0.0%,-0.6,41,-0.1%,15%
NC(=O)c1ccc(NC(=O)COC(=O)C2(c3ccccc3F)CCCC2)cc1,7%,15%,9.4%,7%,-12%,0.1%,0.5,43,-0.1%,11%
CC(C)(C)C(=O)O/N=C(\N)c1ccc(Oc2cc(Cl)cc(Cl)c2)c([N+](=O)[O-])c1,5%,3%,3.2%,8%,3%,0.6%,-0.2,40,0.0%,6%
O=C(CS(=O)(=O)c1ccccc1)Nc1ccc(Cl)cn1,8%,3%,1.4%,7%,0%,0.1%,0.7,59,0.2%,6%
O=C(Nc1nc2c(s1)CCCC2)c1cc2n(n1)C(C(F)(F)F)CC(C1CC1)N2 (stereo unspecified),-7%,-4%,0.7%,0%,-1%,-0.2%,3.3,38,-0.4%,14%
CNC(=S)Nc1cc(C(=O)N2CCCC2)ccc1N1CCCC1,-9%,-6%,1.7%,15%,-6%,2.4%,0.2,53,-0.4%,7%
CC(=O)c1ccc(NC(=O)c2ccc([N+](=O)[O-])o2)cc1,-3%,-3%,11%,15%,-1%,-1.4%,-0.4,48,-2.8%,5%
C=CCNc1nc(NCC)nc(N2CCOCC2)n1,8%,2%,0.4%,9%,0%,0.5%,-1.9,70,-0.5%,7%
COc1ccc(S(=O)(=O)N2CCCCCC2)cc1NC(=O)Cc1ccccc1,-4%,0%,4.8%,0%,-5%,0.3%,1.5,43,-1.6%,0%
CN(CCc1cnn(C)c1)C(=O)CCc1nnc(CCCc2ccccc2)o1,-8%,0%,0.2%,8%,-11%,0.0%,0.0,76,0.2%,11%
O=C(OCCN(CCOC(=O)c1ccncc1)S(=O)(=O)c1cccs1)c1ccncc1,-8%,-2%,1.9%,3%,-4%,1.3%,0.8,39,0.1%,12%
Cc1nn(-c2ccc(Cl)cc2Cl)c(=O)c2ccccc12,7%,0%,1.6%,2%,-1%,7.0%,0.3,44,-0.1%,-1%
CC(=O)N1CCOc2ccc(S(=O)(=O)NCCc3ccc(S(N)(=O)=O)cc3)cc21,4%,-1%,·,3%,-6%,0.1%,-0.4,38,0.2%,-2%
Cc1ccc(C)c(SCC(=O)NNC(=O)c2ccccc2)c1,4%,-6%,-0.3%,2%,-1%,0.2%,0.3,43,0.1%,-5%
COc1cccc(NC(=O)CN(C)C(=O)CC(C)c2ccccc2)c1 (stereo unspecified),1%,1%,2.3%,3%,-10%,0.1%,0.3,63,-0.1%,4%
C1COCCNCCOCCOCCOCCN1,-1%,-1%,1.5%,10%,0%,5.4%,0.8,45,0.3%,6%
Cc1cc(=O)c(C(=O)Nc2cccc(N3CCCC3=O)c2)nn1-c1ccccc1F,·,·,2.1%,·,5%,0.7%[50 µM],0.2,53,·,6%
Clc1cccc(-c2nc(-c3ccccn3)no2)c1,6%,-1%,5.3%,1%,-5%,7.8%,3.2,84,-0.1%,8%
O=C(O)c1ccccc1-c1cn2cc(Cl)ccc2n1,-7%,46%,2.0%,2%,6%,-0.3%,0.6,40,0.7%,10%
COc1cc(C2C(C#N)=C(N)Oc3n[nH]c(-c4cccs4)c32)cc(OC)c1O (stereo unspecified),4%,-9%,-0.5%,?,-15%,0.3%,4.0,66,0.3%,13%
CCN=c1sc(C(=O)OC)cc(=O)n1CC,1%,-4%,1.7%,18%,-11%,0.0%,0.3,94,-0.2%,5%
CC(C)NCC#CCOc1ccc(Cl)cc1,-7%,1%,-0.8%,12%,-8%,-0.2%,-0.7,43,0.0%,162µM*
CC(C)CCNC(=O)CC1C(=O)N(Cc2ccccc2)C(C)c2nc3ccccc3n21 (stereo unspecified),-10%,-1%,1.0%,12%,2%,0.9%,-2.1,73,-0.8%,5%
Nc1cc(OC(=O)c2ccccc2Br)nn1S(=O)(=O)c1ccccc1,-71%,-3%,0.4%,11%,-11%,-0.7%,26,92,·,6%
Cc1cc(C)nc(S/C=C/C(=O)c2ccc(F)cc2)n1,-64%,-5%,·,6%,·,·,4.2,57,3.2%,·
CN1C(=O)CC(Nc2cccc3cccc(N)c23)C1=O (stereo unspecified),75%,103%,2.8%,22%,13%,-0.3%,3.4,70,0.8%,1%
CCOc1cc(C=O)cc(Br)c1OCC(N)=O,10%,1%,-1.2%,1%,-9%,0.3%,-0.4,86,0.1%,3%
CN1C(=O)C(=O)/C(=C(/O)c2ccccc2)C1c1ccccc1 (stereo unspecified),9%,-2%,2.0%,7%,-9%,-0.1%,0.1,67,-0.1%,-3%
CCOC(=O)N1CCC(=NNS(=O)(=O)c2cccc([N+](=O)[O-])c2)CC1,-8%,0%,·,10%,-1%,2.6%,-1.3,43,0.3%,-2%
COC(=O)CSC1=C(C#N)C(c2ccc(C)o2)CC(=O)N1 (stereo unspecified),2%,0%,3.2%,7%,3%,-1.9%,1.6,49,-1.2%,4%
CCOC(=O)/C=c1\s/c(=C\c2ccc3cc(OC)ccc3c2)c(=O)n1CC(=O)NCC1CCCO1 (stereo unspecified),38%,0%,1.0%,6%,?,0.2%,52*,63*,0.2%,6%
C#CCOc1ccc(Cl)cc1/C=C1/C(=O)ON=C1C,26%,12%,1.6%,17%,11%,-0.1%,3.3,93,0.0%,0%

# Rows are unselected (roughly 1.6% active in at least one column).
